LDHA inh: qHTS assay for inhibitors of human lactate dehydrogenase | L-lactate dehydrogenase A chain (Homo sapiens), P00338 | purified LDHA, NADH/diaphorase-resazurin fluorescence; active compounds read low | activity change, % (values are at about 110 or 230 µM) | 0.15% of 480,000 active; in the data active = activity change below about -30%; inconclusive = mostly about -25% to -30%;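 also: plate controls were DMSO wells for no effect and wells without enzyme for full effect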
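Resorufin fluorescence (ex540/em590), read at 0 and 20 min after diaphorase/resazurin addition, reports the NADH left after a 5 min room-temperature reaction of 2 nM human LDH5 with 0.06 mM NADH and 0.2 mM pyruvate.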
IDH1 R132H inh: qHTS for Inhibitors of mutant isocitrate dehydrogenase 1 (IDH1): qHTS; AID 602179, 2012; 0.093% of 390,000 active; Isocitrate dehydrogenase [NADP] cytoplasmic (Homo sapiens), O75874; Potency, µM (series often up to 76.6 µM), for the others: top-dose activity change, negative = inhibition, hits mostly inhibitors; IDH1-R132H enzyme, NADPH consumption, diaphorase/resazurin fluorescence; also: potency is read from the fitted curve at half-maximal effect; % is scaled to controls: 0 for no effect and ±100 for the full control effect; nearly all actives have a fitted effect of over 65% in size
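IDH1-R132H (0.5 ug/mL dispensed) in pH 7.5 Tris buffer was preincubated 30 min with compound, then given a substrate mix of 0.016 mM NADPH and 2 mM alpha-KG for 80 min at room temperature; remaining NADPH was read by diaphorase/resazurin fluorescence.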
TrxR1 substrate: qHTS Assay for Substrates of Mammalian Selenoprotein Thioredoxin Reductase 1 (TrxR1): qHTS; purified TrxR1 substrate turnover, NADPH consumption readout; AID 588456, 2011; Potency, µM (highest dose often 114 µM), for inactives: at the highest dose activity change, negative = substrate turnover; Thioredoxin reductase 1, cytoplasmic (Rattus norvegicus), O89049; 0.01% of 390,000 active; also: potency is read from the fitted curve at half-maximal effect; % is scaled to controls: 0 for no effect and ±100 for the full control effect; nearly all actives have a fitted effect of over 50% in size
Target sequence (O89049 whole entry, looked up): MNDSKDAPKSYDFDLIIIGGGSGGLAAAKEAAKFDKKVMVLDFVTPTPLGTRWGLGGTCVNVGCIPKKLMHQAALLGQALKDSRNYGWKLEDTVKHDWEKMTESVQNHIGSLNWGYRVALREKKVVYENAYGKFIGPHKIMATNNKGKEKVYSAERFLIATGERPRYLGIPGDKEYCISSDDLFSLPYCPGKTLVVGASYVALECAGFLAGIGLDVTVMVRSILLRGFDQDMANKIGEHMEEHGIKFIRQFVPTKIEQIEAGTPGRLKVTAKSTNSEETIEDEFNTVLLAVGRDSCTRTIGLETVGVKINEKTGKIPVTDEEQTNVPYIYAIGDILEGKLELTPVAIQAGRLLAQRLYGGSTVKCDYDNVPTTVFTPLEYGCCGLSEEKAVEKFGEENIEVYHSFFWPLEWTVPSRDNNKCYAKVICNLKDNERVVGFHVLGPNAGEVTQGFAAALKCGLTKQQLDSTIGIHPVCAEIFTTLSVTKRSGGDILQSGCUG
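Rat TrxR1, dispensed at 90 nM, was prereduced with 400 uM NADPH (final) for 5 min at ~22 deg C, then incubated with compound 15 min before 400 uM selenite. A first-read NADPH fluorescence drop versus no-compound background flagged substrates.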
Vif-A3F inh: qHTS for Inhibitors of Vif-A3F Interactions: qHTS | 0.2% of 390,000 active | Potency, µM (titrated, usually from 46.1 µM), for inactives: at the top dose activity, negative = active | AID 602313, 2012 | HeLa A3F-eYFP + Vif (tagged APOBEC3F with the HIV-1 protein that degrades it), YFP fluorescence increase; also: potency is read from the fitted curve at half-maximal effect; % of control where 0% means no effect; nearly all actives have a fitted effect of over 65% in size
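HeLa cells stably expressing Vif plus C-terminally eYFP-tagged A3F were seeded, incubated overnight at 37 deg C, dosed with compound, incubated overnight again at 37 deg C. Yellow fluorescence (Ex 488/Em 500-530) reported blocked Vif-mediated A3F-eYFP degradation.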
Vif-A3G inh: qHTS for Inhibitors of Vif-A3G Interactions: qHTS | HeLa A3G-eYFP + Vif (tagged APOBEC3G with the HIV-1 protein that degrades it), YFP fluorescence, overnight | 0.076% of 410,000 active | Potency, µM (top dose mostly 46.1 µM), for the others: at the highest dose activity, negative = active, hits mostly inhibitors;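 also: potency is read from the fitted curve at half-maximal effect; % is scaled to controls: 0 for no effect and ±100 for the full control effect; nearly all actives have a fitted effect of over 60% in size; hits raise eYFP signal because A3G escapes Vif-driven loss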
Target sequence (Q9HC16 whole entry, looked up): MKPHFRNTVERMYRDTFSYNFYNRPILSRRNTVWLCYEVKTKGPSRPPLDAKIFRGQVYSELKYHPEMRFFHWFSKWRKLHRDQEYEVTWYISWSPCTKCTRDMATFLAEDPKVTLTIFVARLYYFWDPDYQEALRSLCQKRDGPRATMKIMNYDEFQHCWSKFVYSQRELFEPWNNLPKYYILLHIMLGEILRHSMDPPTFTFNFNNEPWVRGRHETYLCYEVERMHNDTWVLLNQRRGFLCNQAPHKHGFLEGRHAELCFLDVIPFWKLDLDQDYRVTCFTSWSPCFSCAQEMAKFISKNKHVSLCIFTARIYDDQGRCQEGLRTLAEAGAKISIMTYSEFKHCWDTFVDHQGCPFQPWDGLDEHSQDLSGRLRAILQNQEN
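Read-out is eYFP fluorescence (Ex 488/Em 500-530) from Vif-expressing HeLa A3G-eYFP cells; more signal means A3G escaped Vif-mediated degradation. Cells plated overnight, compound pinned in, incubated overnight at 37 deg C.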
RXFP1 ag: qHTS Assay for Agonists of the Relaxin Receptor RXFP1 | Relaxin receptor 1 (Homo sapiens), Q9HBX9 | HEK293T-RXFP1 cAMP TR-FRET, 30 min; response scale: percent of porcine relaxin response, buffer zero | Potency, µM (top dose mostly 57.5 µM), for the others: at the highest dose activation, most hits filed as activators | 0.3% of 370,000 active | AID 2676, 2010; also: potency is read from the fitted curve at half-maximal effect; % is scaled to controls: 0 for no effect and ±100 for the full control effect; nearly all actives have a fitted effect of over 60% in size; many of its hits are not listed in these tables
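Agonist response is measured as cAMP accumulation in an RXFP1-transfected HEK293T line under PDE4 inhibition. Values are scaled between buffer-only and 29 nM porcine relaxin, and EC50s come from standard Hill equation fits.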
USP1-UAF1 inh: Inhibitors of USP1/UAF1: Primary Screen. Ubiquitin carboxyl-terminal hydrolase 1 (Homo sapiens), O94782. Potency, µM (doses to about 57.1 µM), inactives show at the highest dose activity change, negative = inhibition, hits mostly inhibitors. AID 743255, 2014. 0.23% of 390,000 active. recombinant USP1/UAF1, Ub-Rhodamine cleavage fluorescence; also: potency is read from the fitted curve at half-maximal effect; % is scaled to controls: 0 for no effect and ±100 for the full control effect; nearly all actives have a fitted effect of over 60% in size; inactives centre near -12
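High-throughput fluorogenic screen: 1nM USP1/UAF1 complex, Ub-Rho substrate 150nM final, 50mM HEPES pH 7.8 with 0.5mM EDTA, 0.1 mg/ml BSA, 1mM TCEP and 0.01% Tween-20.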
GRP78 ERSR act: qHTS for Inducers of the Endoplasmic Reticulum Stress Response (ERSR) in Human Glioma: qHTS | 0.02% of 420,000 active | AID 602332, 2012 | U87-MG GRP78 promoter luciferase reporter, 16 h | Potency, µM, for inactives: at the highest dose activation, hits mostly activators; also: potency is read from the fitted curve at half-maximal effect; series mostly up to about 76 µM; % of control where 0% means no effect; nearly all actives have a fitted effect of over 35% in size
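ERSR induction read as luciferase luminescence (Bright-Glo, 10 min at room temperature) in stably transfected human U87-MG glioma cells exposed to compounds for 16 h, using GRP78 as sensor.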
PI4K2A inh: qHTS for small molecular inhibitors of PI4K2A; purified PI4K2A, ADP-Glo luminescence, 1 h; active compounds read low; activity change, negative = inhibition, % at 76.9 µM; 0.13% of 420,000 active; in the data active = activity change below about -50%; inconclusive = mostly about -30% to -49%;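 also: -100% = wells without enzyme as full effect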
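PI4K2A activity was measured by ADP-Glo luminescence: enzyme (4 ug/mL stock) and phosphatidylinositol (1.2 mM stock) in Tris pH 7.5/MgCl2/EGTA/Triton X-100 buffer were reacted with ATP (300 microM stock) for one hour at ambient temperature.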
* = called active by the depositor; ? = inconclusive; . = not tested or not shown; [ ] = remark or other dose. Unless noted, calls follow the shape of the dose curve; as a rule, active = well fitted curve in the direction sought with a large enough effect; inconclusive = small, poorly fitted or top-dose-only effect, or another doubt; inactive = no such curve, though single readings can be large; an effect the other way counts as inactive or inconclusive. This is a subset, so the mix of outcomes need not match the whole.

SMILES | LDHA inh | IDH1 R132H inh | TrxR1 substrate | Vif-A3F inh | Vif-A3G inh | RXFP1 ag | USP1-UAF1 inh | GRP78 ERSR act | PI4K2A inh
COc1ccc(NC(=O)CN(C)C(=O)CCSc2ccc(C)cc2)cc1 | -2 | 12% | -1% | 7% | 0% | -1.3% | -10% | 1% | -1
Cc1ccc(C(=O)N2CCc3ccccc32)cc1C | -7 | 2% | 0% | 1% | -1% | . | -4% | 2% | -4
Cc1cnc(NC(=O)Nc2ccccc2)c(C)n1 | -3 | 2% | 53%[activator] | 3% | 2% | 5.9% | -18% | -2% | 7
OCC(O)CSc1nc(-c2ccccc2)nc2c1CCC2 (configuration not stated) | -1 | 11% | 3% | -2% | -1% | -1.8% | -19% | -5% | -2
COc1cccc(NC(=O)N2CCCC2C(=O)NCc2ccccc2F)c1 (configuration not stated) | -6 | 0% | 1% | 1% | -3% | -0.9% | -6% | -5% | -2
CCCCCCn1c(=O)[nH]c2nc3cc(N)c(C)cc3nc2c1=O | 26 | -8% | -12% | ? | 7% | 0.2% | ? | 0% | 2
O=C1COc2ccc(C(=O)CSc3nnc(Cc4cccs4)n3-c3ccc(Cl)cc3)cc2N1 | 0 | -3% | 0% | 1% | -1% | 4.5% | -9% | -7% | 3
Cc1nc(SCC(=O)N2CCCC2=O)nc(C)c1C | -11 | 9% | 7%[57.1 µM] | 7% | -5% | . | -1% | -1% | 3
Cc1sc2nc(CN(C(=O)NC3CCCCC3)C3CCCC3)[nH]c(=O)c2c1C | -1 | 7% | -1% | 1% | 0% | 2.7% | -25% | -6% | 3
CC(C)N(Cc1nc(-c2ccc(Cl)cc2)no1)Cc1nccn1C | 2 | -3% | 2% | 11% | 8% | 1.6% | -21% | 1% | 3
CN(C)S(=O)(=O)c1ccc2c(c1)nc(CCC(=O)NCC(=O)Nc1ccc(F)c(F)c1F)n2C | 1 | 11% | . | -4% | 0% | . | -22% | -4% | -10
COc1cc(-c2nc(S(=O)(=O)c3ccc(C)cc3)c(N(C)C)o2)cc(OC)c1OC | -9 | -6% | -5%[57.1 µM] | 0% | 0% | -0.3% | -8% | -5% | 11
CC1(C)CC(=O)C(N=Nc2cc(S(=O)(=O)N3CCOCC3)ccc2Cl)=C(O)C1 | 0 | -8% | 9%[57.1 µM] | 5% | -2% | 3.6% | ? | -6% | 2
Cc1cc(Cl)ccc1OCC(=O)NNC(=O)c1ccc(=O)[nH]c1 | -2 | 0% | 5%[57.1 µM] | 5% | 2% | . | -15% | -2% | 1
O=C(NCC1CCCO1)/C(=C\c1ccco1)NC(=O)c1ccc(Cl)cc1 (configuration not stated) | -2 | 20% | -6% | 2% | 0% | 3.7% | -18% | -2% | -2
COc1ccc(-n2c(SCC(=O)Nc3ccccc3C)nc(O)c(Cc3ccccc3)c2=O)cc1 | -1 | 1% | 6% | 7% | -6% | -1.8% | -19% | -3% | -3
COc1ccc(-c2nc(-c3ccccn3)ncc2S(C)(=O)=O)cc1 | -1 | 3% | 2%[57.1 µM] | 1% | 0% | 4.6% | -3% | -4% | 1
CCCCN1C(=O)C(C#N)CC2=C1CC(C)(C)CC2=O (configuration not stated) | 0 | ? | -5% | 2% | -1% | . | ? | -1% | 3
Cc1ccccc1NC(=O)CSCC(=O)Nc1ccccc1C | -1 | 3% | 9% | 2% | -2% | -2.7% | -14% | -4% | 0
CS(=O)(=O)N(CCc1ccccc1)CC(=O)Nc1ccccc1 | -8 | 6% | 4%[57.1 µM] | -7% | -1% | 1.4% | -11% | -2% | -9
COc1ccc(S(=O)(=O)N2CCOC23CCN(S(C)(=O)=O)CC3)cc1 | 0 | 0% | 2%[57.1 µM] | 3% | 6% | 1.9% | -20% | 1% | -1
c1ccc(OCCn2c(-c3ccco3)nc3ccccc32)cc1 | 1 | 10% | 13% | 4% | 0% | 1.0% | -19% | 5% | -1
CCCOc1ccc([C@@H]2C3CN(C(=O)OCC)CC=C3C(C#N)=C(N)C2(C#N)C#N)cc1OC (some centres not stated) | 5 | ? | -2% | ? | -20% | 1.2% | ? | -2% | 13
COc1ccccc1NS(=O)(=O)c1ccc(C(=O)NCC(c2ccccc2OC)N(C)C)cc1 (configuration not stated) | 1 | 10% | 4% | 0% | 0% | 3.6% | -12% | -5% | 3
CCOC(=O)c1cnc(-n2nc(C)cc2C)[nH]c1=O | 2 | -6% | -11% | -8% | 4% | -1.1% | -25% | 5% | -12
O=C(CSc1nnc(COc2ccc(Cl)cc2)o1)Nc1ccc(N2CCOCC2)cc1 | -4 | -5% | 4% | -16% | 1% | -0.9% | -8% | -5% | 3
COc1cccc(CNC(=O)CN(C)S(=O)(=O)c2ccc3c(c2)CC(C)N3C(C)=O)c1 (configuration not stated) | -1 | -13% | -3% | 3% | -2% | 4.0% | -20% | 0% | -2
Cc1ccc(S(=O)(=O)N2CCc3cc(C(=O)Nc4c(F)cccc4F)ccc32)cc1 | -3 | -7% | -1% | 5% | -5% | 1.2% | -34% | -2% | -5
Cc1ccc(C)n1-c1cc(S(=O)(=O)N2CCOCC2)ccc1N1CCCC1 | -4 | -3% | 10% | 0% | -6% | -0.4% | -10% | -4% | -8
O=C(/C=C/c1ccccc1[N+](=O)[O-])NCCc1ccc(F)cc1 | 2 | -4% | 2% | -1% | 1% | -0.4% | -21% | 3% | 0

Results in GRP78 ERSR act (2 entries from above):
molecule | GRP78 ERSR act
CS(=O)(=O)N(CCc1ccccc1)CC(=O)Nc1ccccc1 | -2%
COc1ccc(-c2nc(-c3ccccn3)ncc2S(C)(=O)=O)cc1 | -4%

(continued)
SMILES | LDHA inh | IDH1 R132H inh | TrxR1 substrate | Vif-A3F inh | Vif-A3G inh | RXFP1 ag | USP1-UAF1 inh | GRP78 ERSR act | PI4K2A inh
CC(=O)OC1CC2(C)C(CCC2(O)C(C)=O)C2CCC3C(Cl)C(=O)CCC3(C)C12 (configuration not stated) | 1 | 0% | -2%[2.29 µM] | -16% | 0% | . | -9% | -2% | 3
CCCC(=O)NCCCc1nc2ccccc2n1CCC | -7 | -4% | 2% | . | 2% | 2.6% | -3% | -2% | 1
O=C(CNc1ccc2ccccc2c1)N/N=C/c1ccncc1 | 9 | 6% | 1% | 4% | -5% | -1.4% | -30% | -1% | 4
O=c1[nH]c(=S)[nH]cc1Oc1ccccc1 | -4 | 0% | -3% | 9% | 0% | . | 2% | -3% | -7
O=C(NC(=S)N1CCOCC1)c1cc2ccccc2o1 | -2 | 3% | -2% | -22% | -2% | 1.9% | -23% | 4% | 0
O=C(CC(c1ccccc1)c1cc(Br)ccc1O)N1CCCCC1 (configuration not stated) | -2 | 15% | -4% | -5% | 0% | 5.4% | -19% | -2% | 5
CC(=O)c1cccc(NC(=O)C2CCN(S(=O)(=O)c3cccs3)CC2)c1 | -6 | 8% | -7%[57.1 µM] | -1% | 0% | 0.6% | -20% | -3% | -5
CCOc1ccc(OCCC(=O)N(CCCOC)c2c(N)n(Cc3ccccc3)c(=O)[nH]c2=O)cc1 | -3 | 4% | 2% | 3% | -2% | -0.3% | -19% | -1% | 1
O=C(O)CN1C(=O)C2C3CC(C2C1=O)C1C(c2ccc(F)cc2)c2sc(=O)[nH]c2SC31 (configuration not stated) | -7 | 1% | -8% | -14% | -1% | -0.1% | -5% | -6% | 1
Cc1ccccc1-n1c(-c2ccncc2)n[nH]c1=S | -3 | 5% | 4% | -7% | -2% | 2.1% | 0% | -3% | 0

Taken from above:
Vif-A3G inh with CC(=O)OC1CC2(C)C(CCC2(O)C(C)=O)C2CCC3C(Cl)C(=O)CCC3(C)C12 (configuration not stated) is entered as 0%
RXFP1 ag with CC(=O)c1cccc(NC(=O)C2CCN(S(=O)(=O)c3cccs3)CC2)c1 is entered as 0.6%
PI4K2A inh with O=C(CNc1ccc2ccccc2c1)N/N=C/c1ccncc1 is entered as 4

Among those listed so far, 3 have a thiophene ring, fused or not:
SMILES | LDHA inh | IDH1 R132H inh | TrxR1 substrate | Vif-A3F inh | Vif-A3G inh | RXFP1 ag | USP1-UAF1 inh | GRP78 ERSR act | PI4K2A inh
O=C1COc2ccc(C(=O)CSc3nnc(Cc4cccs4)n3-c3ccc(Cl)cc3)cc2N1 | 0 | -3% | 0% | 1% | -1% | 4.5% | -9% | -7% | 3
Cc1sc2nc(CN(C(=O)NC3CCCCC3)C3CCCC3)[nH]c(=O)c2c1C | -1 | 7% | -1% | 1% | 0% | 2.7% | -25% | -6% | 3
CC(=O)c1cccc(NC(=O)C2CCN(S(=O)(=O)c3cccs3)CC2)c1 | -6 | 8% | -7%[57.1 µM] | -1% | 0% | 0.6% | -20% | -3% | -5

Assay outcomes deposited in PubChem by National Center for Advancing Translational Sciences (NCATS).
